UBC13 polyUb: UBC13 polyubiquitin chain formation inhibitors, primary screen, biochemical, TR-FRET, uHTS; Ubiquitin-conjugating enzyme E2 N (Homo sapiens), P61088; inhibition, % at 20 µM; 330,000 compounds, 0.47% hits; AID 485273, 2010; in the data active = inhibition above about 45%, passing the limit was not always enough
Target sequence (P61088 whole entry, looked up): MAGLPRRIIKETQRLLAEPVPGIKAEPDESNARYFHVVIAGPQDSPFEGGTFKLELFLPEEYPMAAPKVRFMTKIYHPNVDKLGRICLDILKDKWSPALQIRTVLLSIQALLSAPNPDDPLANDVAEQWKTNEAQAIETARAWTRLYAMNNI
Apaf-1 inh: inhibitors of human Apaf-1 apoptosome, primary screen, biochemical, DEVD-Rh110 fluorescence, uHTS; AID 489030, 2010; inhibition, % at 20 µM; 330,000 compounds, 0.71% hits; reconstituted apoptosome caspase-3 activity; Apoptotic protease-activating factor 1 (Homo sapiens), O14727; active = inhibition of at least 40% at 20 µM;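 also: plate controls were DMSO wells for no effect and DEVD-CHO caspase inhibitor wells for full effect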
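System: reconstituted apoptosome with Apaf-1, cytochrome c, caspase-9, procaspase-3, dATP; Signal: Rh110 fluorescence intensity; Schedule: 30 min compound preincubation, 50 min activation, room temperature; Reagent: cytochrome c trigger plus (Z-DEVD)2-Rh110 caspase-3 substrate.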
SENP7 inh: SENP7 protease inhibitors, primary screen, biochemical, luminescence, uHTS. 330,000 compounds, 1.5% hits. AID 434973, 2010. recombinant SENP7, Z-RLRGG-aminoluciferin luminescence, 40 min. Sentrin-specific protease 7 (Homo sapiens), Q9BQF6. inhibition, % at 5 µM;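 active = inhibition above about 50% at the single test dose, limit read from the data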;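 also: plate controls were DMSO with enzyme for no effect and no enzyme buffer wells for full effect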
SENP6 block: SENP6 protease inhibitors, primary screen, biochemical, luminescence, uHTS | Recombinant SENP6 catalytic domain, aminoluciferin luminescence | Sentrin-specific protease 6 (Homo sapiens), Q9GZR1 | AID 2599, 2010 | inhibition, % at 10 µM | 330,000 compounds, 1.8% hits;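 active = inhibition above about 50% at the single tested dose, limit read from the data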;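 also: plate controls were DMSO wells with enzyme for no effect and DMSO wells lacking enzyme for full effect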
SENP1 inh: human SENP1 catalytic domain inhibitors, primary screen, biochemical, FRET, uHTS | Sentrin-specific protease 1 (Homo sapiens), Q9P0U3 | recombinant SENP1 catalytic domain, CyPet-SUMO1-YPet FRET cleavage | inhibition, % at 10 µM | 360,000 compounds, 0.21% hits | AID 624204, 2012;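 active = inhibition at least 30% at 10 µM, raw YFP signal under a set limit, fluorescence ratio 0.5 to 1.5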;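 also: 0% = enzyme with DMSO and 100% = no enzyme wells; some results filed as inactive read as strong as hits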
Target sequence (Q9P0U3 419-644 limits assumed): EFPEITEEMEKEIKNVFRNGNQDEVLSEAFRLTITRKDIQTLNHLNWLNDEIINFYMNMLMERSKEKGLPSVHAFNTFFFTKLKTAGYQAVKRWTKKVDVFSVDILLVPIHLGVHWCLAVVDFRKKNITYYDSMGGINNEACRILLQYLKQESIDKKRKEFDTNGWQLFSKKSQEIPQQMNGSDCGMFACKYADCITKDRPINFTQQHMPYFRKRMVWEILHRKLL
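Compound: 10 µM single point, 0.5% DMSO; Test system: hSENP1 catalytic domain, recombinant; Timing: 50 min reaction at room temperature; Technique: FRET, CFP and YFP emission; Control set: no-enzyme wells low, DMSO-plus-enzyme wells high control.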
SENP8 block-1: SENP8 protease inhibitors, primary screen, biochemical, luminescence; inhibition, % at 10 µM; Sentrin-specific protease 8 (Homo sapiens), Q96LD8; 330,000 compounds, 1.2% hits; purified SENP8, Z-RLRGG-aminoluciferin cleavage; AID 2540, 2010; in the data active = inhibition above about 50%
Target sequence (Q96LD8 whole entry, looked up): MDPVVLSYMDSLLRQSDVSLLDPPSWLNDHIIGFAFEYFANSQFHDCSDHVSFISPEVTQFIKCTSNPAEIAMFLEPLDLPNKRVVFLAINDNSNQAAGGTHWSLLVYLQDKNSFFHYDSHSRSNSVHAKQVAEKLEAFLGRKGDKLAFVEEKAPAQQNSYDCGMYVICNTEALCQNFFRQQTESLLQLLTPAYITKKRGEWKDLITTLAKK
A3G deaminase: APOBEC3G DNA deaminase inhibitors, primary screen, biochemical, fluorescence, single-stranded DNA substrate, uHTS | 330,000 compounds, 0.28% hits | DNA dC->dU-editing enzyme APOBEC-3G (Homo sapiens), Q9HC16 | AID 493012, 2011 | inhibition, % at 20 µM | recombinant A3G, ssDNA deamination FAM/TAMRA fluorescence;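 active = inhibition of at least 40% at 20 µM, with no more than 30% in the related APOBEC3A deaminase screen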;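 also: plate controls were DMSO wells with A3G for no effect and wells lacking A3G enzyme for full effect; some compounds called inactive have numbers as strong as hits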
Target sequence (Q9HC16 whole entry, looked up): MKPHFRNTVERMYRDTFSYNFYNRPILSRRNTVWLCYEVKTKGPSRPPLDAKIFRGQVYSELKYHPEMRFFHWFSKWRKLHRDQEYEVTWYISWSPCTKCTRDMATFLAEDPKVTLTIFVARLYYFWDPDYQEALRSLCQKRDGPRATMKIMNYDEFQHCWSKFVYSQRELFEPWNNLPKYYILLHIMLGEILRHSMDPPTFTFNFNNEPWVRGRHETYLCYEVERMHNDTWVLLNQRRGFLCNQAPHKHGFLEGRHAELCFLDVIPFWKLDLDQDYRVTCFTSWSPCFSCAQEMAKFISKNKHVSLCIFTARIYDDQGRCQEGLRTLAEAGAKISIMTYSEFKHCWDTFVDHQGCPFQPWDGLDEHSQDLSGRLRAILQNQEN
SENP8 block-2: human SENP8 protease inhibitors, primary screen, biochemical, fluorescence, Nedd8 protein substrate, uHTS; Sentrin-specific protease 8 (Homo sapiens), Q96LD8; recombinant SENP8; inhibition, % at 20 µM; 360,000 compounds, 0.64% hits; AID 602440, 2012; in the data active = inhibition mostly above about 40%, no sharp cut-off; inactive = mostly below about 27%
An asterisk follows results filed as active; x = no result given; & = joins results of further samples.

canonical_smiles	SENP6 block	SENP8 block-1	SENP1 inh	SENP7 inh	SENP8 block-2	Apaf-1 inh	A3G deaminase	UBC13 polyUb
CCn1c(Sc2nc(C)nc3scc(-c4cccs4)c23)n[nH]c1=O	-6	-6	1	-5	26	5	-4	1
O=C(CNC(=O)c1ccccc1F)Nc1ccc2c(c1)OCO2	-2	-12	-1	-12	11	-5	-3	-11
c1ccc(NCc2nnc3n2CCCCC3)cc1	-15	3	4	6	7	-12	-1	0
CC(C)c1nnc(NC(=O)CCS(=O)(=O)Cc2ccccc2)s1	13	0	2	0	2	-1	-12	1
COc1ccc(NC(=O)CSCC(=O)Nc2nnc(C3CC3)s2)cc1	-13	-9	1	14	19	0	-8	0
CCn1ncc(Br)c1C(=O)Nc1ccc(C(=O)OC(C)C)cc1	-17	-9	3	-6	21	22	-7	-6
O=C(NCCOc1ccccc1Cl)c1ncn[nH]1	11	-4	-1	-1	4	3	1	-5
CN(Cc1ccccc1)Cc1nc2c([nH]1)c(=O)n(C)c(=O)n2C	21	1	2	0	10	-3	1	1
C/C(=C\c1ccccc1)CN1CCN(C)CC1	4	-7	2	-6	8	3	0	-1
COc1ccc(-c2noc(CCC(=O)N3CCN(c4ccccc4C)CC3)n2)cc1	x	x	2	2	13	20	5	x
O=C(COc1ccccc1)Nc1ccc(CSc2ccccc2)cc1	-6	-3	2	-10	17	0	-2	-6
CC(=O)N1c2ccc(S(=O)(=O)N(C)c3cc(C)ccc3C)cc2CC1C (stereo unspecified)	-3	-3	2	5	-6	8	4	0
COc1ccc(-n2nc(C(=O)NCC(=O)NCCCN3CCOCC3)c3ccccc3c2=O)cc1Cl	-6	10	3	1	-265	-1	-6	5
Cc1cc(Nc2ccccc2)nc(NCc2ccccc2)n1	-7	-3	1	3	-21	23	-2	46*
CCN(CC)CCC(=O)N1c2ccccc2Sc2ccc(Cl)cc21	-10	16	3	-6	12	1	-6	18
Cc1ccc(C(=O)O)cc1NC(=O)Nc1ccc2c(c1)OCO2	-11	-2	0	3	4	5	-7	4
COc1ccc(C(=O)NCCc2ccccc2)cc1[N+](=O)[O-]	-17	-3	1	-12	7	4	1	-12
O=C(CC(Nc1cccc(Cl)c1Cl)C(=O)O)c1ccccc1 (stereo unspecified)	2	-3	1	5	-1	-5	-4	-8
O=C(Nc1ccccc1Cl)c1cc(S(=O)(=O)N2CCOCC2)cs1	-12	-3	3	2	6	-13	-7	7
O=C(CC(=O)Nc1ccc(Cl)cc1)N/N=C\c1cccc(F)c1	-7	1	1	-2	3	-1	-15	4
C=CCn1c(=O)c2c(C)c(C)sc2n2c(Nc3ccccc3)nnc12	8	4	2	3	6	7	1	2
O=c1cc(/N=C/c2coc3cc(Br)ccc3c2=O)[nH]c(=S)[nH]1	1	0	3	6	31	-6	0	-4
COc1ccc(C(=O)O)cc1F	0	3	2	5	19	-12	-2	4
Cc1cc(=O)[nH]c2nnc(-c3ccc(Cl)cc3)n12	-2	-3	2	9	11	-2	-6	2
O=C(COc1ccccc1[N+](=O)[O-])Nc1ccc2c(c1)CCC2	-15	-9	0	-6	26	5	-8	11
CC(=O)Nc1cccc(OCCCNS(=O)(=O)c2ccc(F)cc2)c1	-4	-6	4	6	10	-10	-1	1
CCc1ccccc1OCCCN1CCCC1	14	8	0	-2	4	-1	-8	-4
CCn1c(C(O)c2ccccc2)nc2ccccc21 (stereo unspecified)	5	-9	1	6	12	-18	1	8
CCOc1ccccc1NC(=O)C1CCCCN1S(=O)(=O)c1ccccc1 (stereo unspecified)	-21	-6	5	7	2	24	0	39
CCOC(=O)Cc1c[nH]c(=S)[nH]c1=O	11	5	2	6	15	-2	-9	7
O=C(c1ccccc1)N1CCN(S(=O)(=O)c2ccccc2)CC1	0	-1	1	3	20	-8	-2	9
CC(=O)C1=C(O)C(=O)N(CCCCCC(=O)O)C1c1ccc(N(C)C)cc1 (stereo unspecified)	-2	-5	3	11	27	7	-7	-2
COc1ccc(COc2cc(-c3cccc(OC)c3)nc3ccc(NC(=O)c4ccc(N(C)C)cc4)cc23)cc1	-14	-9	-4	13	-492	-2	-6	1
O=[N+]([O-])c1ccc(N2CCN(Cc3ccccc3)CC2)c(S(=O)(=O)N2CCOCC2)c1	-8	-6	0	1	28	-3	-7	6
N#Cc1ccccc1S(=O)(=O)N1CCC(C(=O)Nc2cccc(C(=O)NC3CC3)c2)CC1	-10	-19	1	-6	5	0	-9	-1
Cc1c(NC(=S)NC(=O)C(c2ccccc2)c2ccccc2)cccc1C(=O)O	9	-3	0	-6	25	-1	-4	4
CC(=O)Nc1cc[n+](C(C)C(=O)c2ccccc2)cc1 (stereo unspecified)	-16	5	0	4	13	0	-14	-4
CC(C)Cc1cc(CN2CCC(CO)(Cc3cccc(C(F)(F)F)c3)CC2)[nH]n1	-7	3	-2	0	6	7	0	12
COc1ccccc1N1C(N)=NC(N)=NC1(C)C	-1	-2	0&0	4	16&8	-1	-6	0
COc1c(Cl)cnn(-c2ccccc2)c1=O	-3	-5	2	-3	3	-12	-7	10
CC1SCC(=O)N(CC(=O)Nc2ccc3c(c2)OCO3)C1=O (stereo unspecified)	-17	0	0	9	14	-7	-4	-4
CCOc1ccc(Cl)cc1CNCCCSc1nc(C)cc(C)n1	12	-3	-3	9	13	-1	2	5
COc1cc2c(cc1OC)CN(C(=O)NS(=O)(=O)c1ccc(C)cc1)CC2	7	6	-3	3	-127	1	1	8
CC1CC(C)CN(CCCNC(=O)c2ccc(CS(=O)(=O)Cc3ccccc3F)o2)C1 (stereo unspecified)	12	7	2	12	13	-5	-4	3
O=C(CCc1cnccn1)NC1CCCc2c1cnn2-c1ccc(F)cc1F (stereo unspecified)	14	8	0	4	11	-2	-2	5
COc1cc(-c2nnc(SCC(=O)N3c4ccccc4Sc4ccccc43)o2)cc(OC)c1OC	-7	1	-3	-5	29	16	-6	5
CCN(CC)CCCN(Cc1cc2cc(OC)ccc2[nH]c1=O)C(=O)Nc1ccc(F)cc1	-5	-7	-12	4	-390	-1	-2	8
CCOCCCNc1nc2c(C)cccn2c(=O)c1/C=C1\SC(=S)N(C(C)CC)C1=O (stereo unspecified)	-1	14	49	6	28	-6	-60	-58
COc1cc2c(c(OC)c1OC)C(c1ccc(O)cc1)CC(=O)O2 (stereo unspecified)	x	x	1	2	-4	11	0	x
CC(=O)NC1C(Oc2ccccc2C)OC2COC(c3ccco3)OC2C1O (stereo unspecified)	-4	1	0	6	13	-4	-5	-1

Random excerpt: 4 records from the list, in no set order.
canonical_smiles	SENP6 block	SENP8 block-1	SENP1 inh	SENP7 inh	SENP8 block-2	Apaf-1 inh	A3G deaminase	UBC13 polyUb
CC(=O)Nc1cc[n+](C(C)C(=O)c2ccccc2)cc1 (stereo unspecified)	-16	5	0	4	13	0	-14	-4
COc1ccc(COc2cc(-c3cccc(OC)c3)nc3ccc(NC(=O)c4ccc(N(C)C)cc4)cc23)cc1	-14	-9	-4	13	-492	-2	-6	1
CC(=O)NC1C(Oc2ccccc2C)OC2COC(c3ccco3)OC2C1O (stereo unspecified)	-4	1	0	6	13	-4	-5	-1
CCn1c(C(O)c2ccccc2)nc2ccccc21 (stereo unspecified)	5	-9	1	6	12	-18	1	8

Remaining list, next part:
canonical_smiles	SENP6 block	SENP8 block-1	SENP1 inh	SENP7 inh	SENP8 block-2	Apaf-1 inh	A3G deaminase	UBC13 polyUb
O=C(c1nnc(-c2ccncc2)o1)c1ccccc1Cl	1	7	3	5	6	-4	-9	-8
COc1ccc(C2CC(C)(c3ccc(OC)cc3)Nc3ccccc3N2)cc1 (stereo unspecified)	0	6	-5	4	3	17	-9	-2
N#CC1=C(N)N(c2ncn[nH]2)C2=C(C(=O)CCC2)C1c1ccc(F)cc1 (stereo unspecified)	-17	-5	-9	4	10	1	-4	-17
Cc1nc2cc(C(=O)OCC(=O)N(CC(C)C)C3CCS(=O)(=O)C3)ccc2n1-c1ccccc1 (stereo unspecified)	-32	-15	-1	-7	-25	9	-7	-5
Oc1ccc(C[C@@H]2CNC(=S)N2CCc2cc(C(F)(F)F)cc(C(F)(F)F)c2)cc1	-4	6	-1	-1	9	13	2	13
CN(C)CC(C)(C)CNC(=O)c1cc(=O)c2ccccc2o1	-11	1	-1	2	16	2	-1	-1
CCCCn1c(C(C)NC(=O)CC)nc2ccccc21 (stereo unspecified)	9	0	-1	0	11	0	-1	8
COc1ccc(CC(C)Nc2cccc(SC)c2)cc1 (stereo unspecified)	-9	0	1	8	7	15	-2	-8
O=C(Nc1ccc2oc(=O)ccc2c1)c1cc2ccccc2o1	8	8	-1	7	-335	6	0	-7
Cc1ccc(-c2nnc(N3CCCCC3)c3ccccc23)cc1S(=O)(=O)NCC1CCCO1 (stereo unspecified)	12	-1	2	11	0	11	-1	10
Cc1noc(C)c1-c1nc(CS(=O)(=O)c2ccccc2)no1	1	-3	3	5	-11	-6	-6	2
Cc1ccc(S(=O)(=O)NC(C(=O)OCC(=O)NC(=O)c2cccn2C)C(C)C)cc1 (stereo unspecified)	-10	0	-2	4	-2	0	-5	9
Cn1c(SCC(=O)NC2CC2)nnc1-c1ccccn1	2	2	2	2	-2	-5	-9	8
Cc1cc(C)nc(Sc2ccc([N+](=O)[O-])cc2[N+](=O)[O-])n1	14	2	4	1	20	8	1	3
COc1ccccc1/C=C/CN1CCCC(CCC(=O)NCc2ccccc2F)C1 (stereo unspecified)	13	1	-10	11	-15	-5	-5	-4
Cc1cc(O)c(NC(=O)c2cc([N+](=O)[O-])ccc2Cl)cc1C	-8	-5	3	-9	20	-1	-7	6
CCOC(=O)c1nc(-c2ccccc2)sc1C(C)=O	-20	-8	-2	12	14	-7	-7	-12
CC(C)OC(=O)CN1C(=O)c2ccccc2C1=O	-15	-4	-3	2	13	0	-4	4
C/C(=N\NC(=O)c1nnn(-c2nonc2N)c1-c1ccccc1)c1cccnc1	10	0	1	0	4	-3	-8	-8
O=C(NC1CCCC1)C(c1ccccn1)N(Cc1ccccc1F)C(=O)c1csnn1 (stereo unspecified)	15	2	0	-3	-6	7	-7	4
COc1ccc(/C=C/C(=O)NCC(=O)N/N=C/c2cccnc2)cc1	4	-8	2	1	5	2	-8	4
COC(C(=O)Nc1ccnn1C1CCN(Cc2ccccn2)CC1)c1ccccc1 (stereo unspecified)	-17	-5	-15	7	-20	0	-7	1
Cc1cc(N2CCC(C)CC2)nc(-c2ccccc2O)n1	-4	-9	0	2	-348	-7	-3	27
CCC(CO)Oc1cc(NC(=O)c2ccccc2Cl)c2ncn(C(C)C)c2c1 (stereo unspecified)	-16	-2	-1	-2	7	14	-2	-5
O=C(Cn1cc([N+](=O)[O-])ccc1=O)N1CCCc2ccccc21	-11	3	1	-2	10	-16	-1	-4
CN1C(=O)c2ccc(S(=O)(=O)c3ccc(C(=O)O)cc3)cc2C1=O	-9	-6	3	8	10	1	-2	3

From PubChem BioAssay
